Screening results: PubChem BioAssay, National Center for Advancing Translational Sciences (NCATS)
ERK EGF inh – inhibitors of EGF-stimulated ERK signaling pathway; HEK293-V1b, EGF-stimulated phospho-ERK AlphaScreen; Potency, µM (titrated, usually from 11.5 µM), inactives show at the highest dose activity change, negative = inhibition, actives largely listed as inhibitors; 130,000 compounds, 0.41% hits; AID 1454; active = well fitted inhibition curve with a large enough effect; inconclusive = small, poorly fitted or top-dose-only effect, or effect the other way;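 also: plate controls were stimulated vehicle wells for no effect and unstimulated vehicle basal for full effect; nearly all actives have a fitted effect of over 55% in size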
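HEK293 cells stably expressing V1b receptor, serum-reduced (1% FBS) overnight, pretreated 30 min with compound, then stimulated 5 min with 25 nM EGF; phospho-ERK detected by AlphaScreen SureFire. AC50 from Hill fits, normalized to DMSO and EGF.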
Active calls of the source: *; ? = inconclusive; [ ] = remark or other dose. Potency is read from the fitted curve at half-maximal effect. A portion of the library. The share of hits here may be higher or lower than overall.

SMILES	ERK EGF inh
CN1CCc2ccccc2CC1=O	10.8%
O=[N+]([O-])c1ccc(Cl)cc1NCCCN1CCOCC1	6.3%
O=C(O)/C=C/c1cn(-c2ccccc2)nc1-c1cc2ccccc2o1	-3.4%[57.5 µM]
Cc1nnc(SCC(=O)Nc2ccc(N(C)C)cc2)n(N)c1=O	2.0%
CCN(CC)CCCC(C)n1c(-c2ccccc2)nc2c(N(CCOC)CCOC)nc(C)nc21 (configuration not stated)	-2.3%
COc1ccccc1NCC(=O)N/N=C/C=C/c1ccccc1	-0.1%
COc1ccc(/C=N/Nc2nc(-c3ccc(Cl)cc3)cc(C(F)(F)F)n2)cc1OC	-8.2%
Cc1ccccc1NC(=O)CSc1nnc(Cc2cccn2C)n1-c1ccc(F)cc1	2.8%
C=CCn1c(SCC(=O)Nc2ccccc2-c2ccccc2)nc2cc(C(=O)O)ccc2c1=O	3.4%
COc1ccc(-n2cnnc2SCC(=O)Nc2cc(S(=O)(=O)N3CCCCC3)ccc2C)cc1	2.2%
Cc1cc(NS(=O)(=O)c2ccccc2)c([N+](=O)[O-])cc1C	-2.4%
Cc1ccccc1/C=N/N1CCN(c2ccccc2)CC1	?
O=C(O)c1cccc(CN2C(=O)S/C(=C/c3cccc([N+](=O)[O-])c3)C2=O)c1	?
Cc1ccc(NC(=S)Nc2ccc(S(=O)(=O)Nc3ncccn3)cc2)cc1Cl	1.1%[57.5 µM]
CCc1cccc(CC)c1C(O)c1cccnc1 (configuration not stated)	4.0%
CC(C)(C)c1ccc(N/N=C(\C#N)S(=O)(=O)C(C)(C)C)cc1	1.6%
COC(=O)CC1C(C)(C)C(O)C2CC3=C4CC(O)OC(c5ccoc5)[C@]4(C)CCC3[C@@]1(C)C2=O (some centres not stated)	11.0%
COc1ccccc1NC(=O)CSc1nnnn1-c1ccc(C(=O)O)cc1	12.3%
O=C(C[n+]1ccccc1)Nc1nc2ccccc2s1	9.1%
Cc1nc2ccccc2c(=O)n1/N=C/C=C/c1ccccc1	-1.3%[57.5 µM]
Cc1ccccc1-c1cc(Nc2ccc(F)cc2)ncn1	24.1%
CCN(C(=O)c1cc2c(=O)[nH]c3ccc(C)cc3c2s1)c1ccccc1C	-0.8%[57.5 µM]
CCCC1=NN2C(=N)/C(=C\c3cc(C)n(-c4cc(C)cc(C)c4)c3C)C(=O)N=C2S1	11.9%
Cc1cc(C)c(C#N)c(SCc2nc3ccccc3c(=O)[nH]2)n1	-6.8%
Cc1cccc2c1NC(=O)C21N2CCCC2C(C(=O)c2ccc3ccccc3c2)C12C(=O)Nc1ccccc12 (configuration not stated)	-4.4%[57.5 µM]
SMILES	ERK EGF inh
CSc1nc(=S)cc(C)[nH]1	2.9%[57.5 µM]
CCC(C)(C)NC(=O)c1ccc(Sc2nncn2C)c([N+](=O)[O-])c1	-1.5%
Cc1cccc(NC(=O)COC(=O)c2cc3ccccc3oc2=O)c1	-2.1%
COC(=O)c1cc(NC2c3ccccc3C(=O)N2c2ccc(Cl)cn2)cc(C(=O)OC)c1 (configuration not stated)	10.0%
CC(/C=C/c1ccc2c(c1)OCO2)=N/NC(=O)c1ccc(C)nc1	8.4%
O=C(COc1cccc2cccnc12)Nc1ccccc1N1CCOCC1	-7.8%
O=C(c1ccc2c(c1)OCO2)N(Cc1cccs1)C1(C(=O)NC2CCCCC2)CCCCC1	4.5%
COc1cccc(N2CCN(C(=O)CCCCCNc3nc(=S)[nH]c4ccccc34)CC2)c1	?
N#C/C(=C/c1ccc([N+](=O)[O-])cc1)C(N)=O	-2.3%
COC(=O)CNC(=O)COC(=O)c1cc(Cl)cc(Cl)c1N	4.8%
Cc1ccc(NC(=O)O[C@@H]2C(=O)c3cc(Br)ccc3O[C@H]2c2ccc3c(c2)OCO3)cc1Br	-1.6%
CC/C(=N\NC(=O)CSCc1ccccc1Cl)c1ccc2c(c1)OCCO2	8.3%
Nc1cc(=O)[nH]c(SCC(=O)Nc2ccccc2Sc2ccc(Cl)cc2)n1	-13.4%
CCC(C)NC(=O)Nc1ccccc1F (configuration not stated)	-2.0%
CC(C)N(CC#CCC(O)(c1ccccc1)c1ccccc1)CCO	9.0%
COc1ccc([C@@H]2C(C#N)=C(N)S[C@@H](c3ccccc3)[C@@H]2[N+](=O)[O-])cc1	3.0%
O=C(NCc1ccccc1Cl)c1ccc(CSc2nc3ccncc3[nH]2)cc1	2.6%[57.5 µM]
CCCCn1c(SCC(=O)Nc2ccc3c(c2)CCC3)nc2ccccc2c1=O	24.7%
COc1ccccc1Nc1ccc(S(=O)(=O)N2CCCCC2)cc1[N+](=O)[O-]	?
CCOC(=O)Cn1c(C(C)=O)nc2ccccc21	6.2%
Cc1cccn2cc(CCNS(=O)(=O)c3cccs3)nc12	?
O=C(CCc1ccc(S(=O)(=O)N2CCOCC2)cc1)N/N=C/c1ccc(O)c(O)c1O	-8.7%
Cc1c(-c2ccccc2)n[nH]c1C(=O)NN	3.4%
CC(C(=O)NC1C(=O)N2C(C(=O)O)=C(CSc3nnnn3C)CSC12)n1cc(Br)cn1 (configuration not stated)	24.4%[57.5 µM]
O=C(COC(=O)Cc1ccc(F)cc1)NCc1ccco1	-7.6%
SMILES	ERK EGF inh
Nc1nc2ncc(CNc3ccc(C(=O)NC(CCC(=O)O)C(=O)O)cc3)nc2c(=O)[nH]1 (configuration not stated)	15.1%
O=C(/C=C/c1ccc(F)cc1)Nc1nc2ccccc2[nH]1	4.3%
CCCCn1c(-c2c(Cl)c(C)nn2C)n[nH]c1=S	-11.0%
COc1ccc(C2OC(=O)C(C)(C)C(=O)C2(C)C)cc1OC (configuration not stated)	2.2%[57.5 µM]
CC1C(O)CC2C(C(=O)O)=CO[C@@H](O[C@H]3OC(CO)C(O)C(O)C3O)C21 (some centres not stated)	9.9%
COC(=O)[C@@H]1C[C@@H]2CC[C@@H](O)C[C@@H]2N1Cc1ccc(OC)cc1	-1.1%
COc1ccc2c(c1)O[C@@H](c1ccc3c(c1)OCO3)[C@H](OC(=O)NCc1ccco1)C2=O	7.0%
COc1ccc(-n2c(=S)[nH]c3cc(C(=O)Nc4ccccc4OC)ccc3c2=O)cc1	-1.3%
CCn1c(=NC(=O)C2COc3ccccc3O2)sc2c(OC)ccc(OC)c21 (configuration not stated)	4.0%[57.5 µM]
O=C(CSc1nnc(Nc2ccccc2F)s1)c1cc2ccccc2o1	3.0%
CCNc1nc(NC(C)CC)nc(Oc2ccc(OCC)nn2)n1 (configuration not stated)	-3.2%
CC(=O)c1sc(Nc2cccc(C)c2)nc1C	5.3%
CC(=O)c1cccc(NC(=O)c2ccc3c(Cl)c4c(nc3c2)CCCC4)c1	0.4%
CC(C)(C)NC(=O)C(=O)NNC(=O)COc1ccccc1	12.1%
CCCCNc1nc(C)nc2c1nc(C)n2CCC	6.3%
CC(C)(C)c1cc(N)n(-c2ccc(C(=O)O)cc2)n1	-1.2%
COc1ccc(CN(C(=O)c2nsc(Cl)c2Cl)C(C(=O)NC2CCCC2)c2ccc(OC)cc2)cc1 (configuration not stated)	18.7%
Clc1ccc2nc(-c3ccccc3)[nH]c2c1	9.2%
O=c1c2ccccc2cnn1Cc1n[nH]c(=S)n1-c1ccccc1	3.8%
N#C/C(=C\c1ccc(-c2ccccc2[N+](=O)[O-])o1)C(=O)Nc1nc(-c2cccs2)cs1	?
CS(=O)(=O)N(CC(=O)Nc1ccc(S(=O)(=O)N2CCOCC2)cc1)c1ccccc1Cl	0.1%
COc1ccc(NC(=S)N2CCN(c3ccccn3)CC2)cc1	-1.9%
O=C(COC(=O)c1ccc(S(=O)(=O)Nc2ccccc2)cc1)NC1CCCC1	8.4%
CCCn1c(C(C)C)n[nH]c1=S	13.4%[57.5 µM]
COc1cccc(C(C2=C(O)CC(C)(C)CC2=O)C2C(=O)CC(C)(C)CC2=O)c1 (configuration not stated)	2.5%

A portion of the results above, for reference:
SMILES	ERK EGF inh
COC(=O)[C@@H]1C[C@@H]2CC[C@@H](O)C[C@@H]2N1Cc1ccc(OC)cc1	-1.1%
COc1ccc2c(c1)O[C@@H](c1ccc3c(c1)OCO3)[C@H](OC(=O)NCc1ccco1)C2=O	7.0%
COc1ccc(-n2c(=S)[nH]c3cc(C(=O)Nc4ccccc4OC)ccc3c2=O)cc1	-1.3%
CCn1c(=NC(=O)C2COc3ccccc3O2)sc2c(OC)ccc(OC)c21 (configuration not stated)	4.0%[57.5 µM]
O=C(CSc1nnc(Nc2ccccc2F)s1)c1cc2ccccc2o1	3.0%
CCNc1nc(NC(C)CC)nc(Oc2ccc(OCC)nn2)n1 (configuration not stated)	-3.2%
CC(=O)c1sc(Nc2cccc(C)c2)nc1C	5.3%

Other entries follow:
SMILES	ERK EGF inh
O=c1c2ccccc2cnn1CCOc1ccccc1	-6.9%
N#Cc1cc([N+](=O)[O-])ccc1NCCN1CCOCC1	1.3%
O=[N+]([O-])c1ccc(OCCOc2ccccc2/C=N/n2cnnc2)cc1	4.6%
O=C(CNC(=S)N(CCCN1CCOCC1)Cc1cccs1)NC1CCCCC1	-0.4%
N/C(=N\OC(=O)c1ccc(Cl)cc1)c1ccc(Cl)cc1	4.2%
CC(C(=O)c1ccc(-c2ccccc2)cc1)[n+]1cccc(NC(=O)c2ccccc2)c1 (configuration not stated)	0.9%[57.5 µM]
O=c1nc2ccccc2c2n1C[C@H](CN1CCN(c3ccccc3)CC1)N2	-3.2%
O=C(O)CCc1nnc(SCC(=O)Nc2cccc(C(F)(F)F)c2)[nH]c1=O	0.4%
O=C(CCc1ccccc1)OCC(=O)c1cccc([N+](=O)[O-])c1	0.2%
CCOCCCNCc1ccc(OCc2ccccc2Cl)cc1	7.6%
CCO[C@@H]1OC(C(=O)N2CCOCC2)=C[C@H](c2coc3ccccc3c2=O)[C@H]1CCCO	2.4%[57.5 µM]
Clc1cccc(-c2nc(NCC3CCCO3)c3ccccc3n2)c1 (configuration not stated)	?
OC(CSc1ccc(F)cc1)CN1CCN(c2ccccc2)CC1 (configuration not stated)	1.8%
CS(=O)(=O)c1cnc(-c2ccccc2)nc1-c1ccc(Cl)c(Cl)c1	-0.3%
Cc1ccc2c(c1)c1c(n2C)C(=O)CCC1	-9.2%[57.5 µM]
O=C(NCCn1cccn1)c1ccc(OC2CCN(CCc3ccccc3)CC2)cc1	-5.4%[57.5 µM]
CC(C)N(Cc1nc(COc2ccccc2)no1)Cc1nccn1C	13.6%
CN(C)CCCNC(=S)N(Cc1cccs1)Cc1cc2cc3c(cc2[nH]c1=O)OCCO3	3.2%
COc1ccc(Cc2nnc(NC(C)=O)s2)cc1	1.2%
COc1ccc(Cl)cc1NC(=O)CCc1nc(-c2ccccc2F)no1	-3.2%
CCCCOc1ccc(C(=O)Nc2ccc(SC(F)F)cc2)cc1OC	-0.2%
O=C(Nc1cccc(O)c1)c1cc2nc(-c3ccccc3)cc(-c3ccccc3)n2n1	-6.0%
COc1cccc(CNc2cccc(C(F)(F)F)c2)c1O	2.5%
CC1=CC(=O)C(C(C)=Nc2ccccc2Cl)C(=O)O1 (configuration not stated)	7.9%[57.5 µM]
CS(=O)(=O)N1CCC2(CC1)CN(c1cccc(-c3ccccc3)c1)C2	5.5%

Of the compounds above, three have a tert-butyl group:
SMILES	ERK EGF inh
CC(C)(C)c1ccc(N/N=C(\C#N)S(=O)(=O)C(C)(C)C)cc1	1.6%
CC(C)(C)NC(=O)C(=O)NNC(=O)COc1ccccc1	12.1%
CC(C)(C)c1cc(N)n(-c2ccc(C(=O)O)cc2)n1	-1.2%

Going on with the list.
SMILES	ERK EGF inh
O=C(NC1CCCCC1)C(c1cccnc1)N(C(=O)CCl)c1ccc(F)cc1 (configuration not stated)	5.7%
COc1ccc(C(=O)O)cc1S(=O)(=O)NCCc1ccccn1	-13.8%[57.5 µM]
O=c1c2[nH]c3ccc(F)cc3c2ncn1CC1CCCO1 (configuration not stated)	2.4%[57.5 µM]
CN(C)CCCNc1cc(C(C)(C)C)nc2c(-c3ccccc3)cnn12	?
COc1ccc(CCNC(=O)Cn2c([N+](=O)[O-])cnc2C)cc1OC	3.7%
CN=C(NC1CCCCC1)c1ccc(Cl)cc1	-6.5%
CCCc1nc(-c2cc3cc(C)ccc3[nH]c2=O)no1	6.7%[57.5 µM]
C=CCNc1nc(Nc2ccc(Cl)cc2)nc(OC)n1	-5.6%
CCOC(=O)c1cc(C#N)c(N2CCN(C)CC2)nc1-c1ccccc1	-4.1%
COc1ccc(CSc2nc(C)cc(C)c2C#N)cc1	2.9%
Cc1cc(C)c2c(CC(=O)NC(C)C)coc2c1	6.6%
Cc1cc(NC(=O)CN2CCCCC2)n(-c2ccccc2)n1	-10.2%[57.5 µM]
CSc1ccccc1NC(=O)COC(=O)c1ccccc1Cc1ccccc1	0.1%
Cc1ccc(C(=O)N/C(=C\c2ccco2)C(=O)N2CCSCC2)cc1C	-5.3%
O=C(C1=C[C@H](C2CCCCC2)C[C@H](OCc2ccc(CO)cc2)O1)N1CCN(Cc2ccccc2)CC1	-16.9%[57.5 µM]
CC(=O)NC(=S)Nc1ccc(S(=O)(=O)N(C)Cc2ccccc2)cc1	1.5%
COc1cccc(-c2csc(N3CCN(C(=O)Nc4ccc(F)cc4)CC3)n2)c1	?
COC(=O)C1C(O)CCC2CN3CCc4c([nH]c5ccccc45)C3CC21 (configuration not stated)	0.3%[57.5 µM]
